Source: PubChem (several laboratories)
NS5 inhibitors = flavivirus cap methylation enzyme inhibition – biochemical, confirmation dose response, primary screen (AID 588689). Dengue-2 NS5 methyltransferase capping enzyme assay, biochemical; higher % means a stronger effect. inhibition, % at 25 µM, or IC50 in µM where a hit was titrated. 340,000 tested, 0.3% active; in the data active = a potency from the dose series
GPR35 arrestin U2OS = inhibition of zaprinast-stimulated GPR35 beta-arrestin translocation – imaging, U2OS, beta-arrestin-GFP, zaprinast agonist, primary screen (AID 2058); U2OS GPR35 beta-arrestin-GFP translocation imaging, zaprinast antagonism; higher % means a stronger effect; one-dose inhibition, % at 10 µM; IC50 in µM for titrated hits; 290,000 tested, 0.052% active;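 active = inhibition of at least 50% with at least 30 cells and total cytoplasm GFP at most 10,000,000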
HIV fusion peptide = cell-free HIV fusion peptide-binding blockers – biochemical, uHTS, fluorescence dequenching, primary screen (AID 1986). cell-free peptide binding, fluorescence dequenching, 30 min; higher % means a stronger effect. inhibition, % at 20 µM, or IC50 in µM where a hit was titrated. 290,000 tested, 0.3% active; in the data active = inhibition mostly above about 52%, no sharp cut-off; inactive = mostly below about 76%; also: some results filed as inactive read as strong as hits
GPR55 LPI antagonism = GPR55 antagonists blocking LPI-driven arrestin recruitment, primary screen, imaging, U2OS, beta-arrestin-GFP, LPI agonist (AID 2013); U2OS GPR55 beta-arrestin-GFP translocation imaging, LPI antagonism; higher % means a stronger effect; inhibition, % at 10 µM; hits with a dose series show IC50 in µM; 290,000 tested, 0.13% active;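 active = spots per cell inhibited over 60%, with over 100 cells counted and total cytoplasm intensity under 500,000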;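 also: U2OS cells stably carrying GPR55 and arrestin-GFP stimulated by 5 µM LPI near EC80; imaged beta-arrestin-GFP aggregate spots per cell after agonist stimulation; plate controls were LPI-stimulated DMSO wells for no effect and DMSO wells without LPI for full effect; some results filed as inactive read as strong as hits; confirmed hits need IC50 under 10 µM and bright autofluorescent wells are also inconclusive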
NOD1 NF-kB reporter = NOD1 signaling inhibitors, primary screen, cell-based, luminescence, uHTS (AID 1578); NOD1-driven NF-kB luciferase reporter cells, luminescence; higher % means a stronger effect; inhibition, % at 4 µM, or EC50 in µM where a hit was titrated; 290,000 tested, 1% active; in the data active = inhibition mostly above about 36%, no sharp cut-off; inactive = mostly below about 34%;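 also: HEK-293T reporter cells stimulated with the NOD1 agonist gamma-tri-DAP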
KOR beta-arrestin-1 = kappa opioid receptor blockers – cell-based, luminescence, uHTS (AID 1778); KOR beta-arrestin recruitment, luminescence, antagonist mode; higher % means a stronger effect; inhibition, % at 10 µM, or IC50 in µM where a hit was titrated; 290,000 tested, 0.091% active; in the data active = inhibition above about 50%; also: strong numbers were not always called active
GPR55 beta-arrestin = selective activators of receptor GPR55 – imaging, U2OS cells, beta-arrestin-GFP redistribution, primary screen (AID 1961). activation, % at 10 µM, or EC50 in µM where a hit was titrated. U2OS GPR55 beta-arrestin-GFP redistribution imaging; higher % means a stronger effect. 290,000 tested, 0.048% active;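 active = activation above 40% with more than 50 cells counted in the well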;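 also: U2OS osteosarcoma cells stably expressing GPR55 and beta-arrestin-GFP; plate controls were DMSO negative control for no effect and LPI positive control for full effect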
KOR beta-arrestin-2 = kappa opioid receptor activators – cell-based, luminescence, uHTS, primary screen (AID 1777). KOR beta-arrestin recruitment, luminescence; higher % means a stronger effect. activation, % at 10 µM, or EC50 in µM where a hit was titrated. 280,000 tested, 0.02% active; in the data active = activation above about 50%, passing the limit was not always enough; also: a part of the inactive calls stands beside numbers as strong as those of hits
West Nile virus CPE = West Nile virus antiviral activity, cell-based, CPE readout (AID 1621); CPE inhibition, % at 10 µM; hits with a dose series show IC50 in µM; 290,000 tested, 0.02% active; West Nile virus-infected cells, CPE inhibition; higher % means a stronger effect; in the data active = a potency from the dose series; also: strong numbers were not always called active
NS5 inhibitors pilot replicate = recorded beside NS5 inhibitors, whose call it bears; inhibition, %; measured here: pilot screen replicate inhibition
An asterisk follows results filed as active; / = not tested or not shown; [ ] = dose if it differs, or a comment. Some of the compounds tested; the hit share may differ from the screen's.

SMILES	NS5 inhibitors	GPR35 arrestin U2OS	HIV fusion peptide	GPR55 LPI antagonism	NOD1 NF-kB reporter	KOR beta-arrestin-1	GPR55 beta-arrestin	KOR beta-arrestin-2	West Nile virus CPE	others
COc1ccc(CN(C)C(=O)c2[nH]c(C)c(C(C)=O)c2C)c(OC)c1OC	6%	-9%	-0.8%	12%	8%	-31%	-0.2%	-8.2%	-0.9%
CCOC(=O)c1cnn(-c2ncnc3c2oc2ccccc23)c1N	-9%	11%	0.3%	33%	-81%	11%	0.0%	-6.8%	0.1%
Cc1ccc(S(=O)(=O)NCCC(=O)OCn2nnc3ccccc3c2=O)cc1	6%	-2%	1.2%	2%	-18%	-26%	-0.1%	1.9%	0.2%
O=C(COC(=O)CCC(=O)c1cccs1)NCc1ccc(Cl)cc1	-2%	1%	-0.8%	-10%	-12%	5%	-0.2%	5.8%	-0.1%
Oc1ccc2ccccc2c1CNc1ccc(Br)cn1	1%	-2%	1.3%	-2%	-6%	-6%	-0.2%	3.4%	-0.2%	NS5 inhibitors pilot replicate=-4.9
COc1cccc(-c2nc(CS(=O)(=O)CC(=O)NCCN3CCOCC3)c(C)o2)c1	-2%	6%	-1.4%	-2%	24%	21%	-0.1%	-8.0%	1.4%
COc1ccc(C(=O)/C=C/N(C)C)cc1	-4%	15%	1.8%	0%	16%	-11%	-0.3%	7.5%	0.3%
CCOc1ccc(Br)cc1S(=O)(=O)N1CCSC1	-6%	-1%	-0.2%	-8%	-9%	-24%[20 µM]	0.4%	2.1%	-0.3%	NS5 inhibitors pilot replicate=2.4
CCCC(=O)Nc1ccc(-c2cn3cccnc3n2)cc1	-1%	2%	-1.3%	-1%	-5%	4%	0.5%	-4.8%	-0.3%
COc1ccc(C(=O)NCc2cn3cccc(C)c3n2)cc1OC	-7%	30%	4.0%	-4%	-7%	-22%	0.3%	1.0%	-0.3%
CCC(C(=O)OCC(=O)Nc1cccc(C(C)=O)c1)c1ccccc1 (stereo unspecified)	-9%	2%	-0.3%	-7%	-29%	-5%	-0.4%	-2.0%	0.0%
COc1ccc(-n2cnc(N)c2C(=O)c2cccc([N+](=O)[O-])c2)cc1	-4%	11%	-1.8%	-13%	-23%	21%	0.4%	6.3%	-0.7%

Retrieved by structure from above:
SMILES	NS5 inhibitors	GPR35 arrestin U2OS	HIV fusion peptide	GPR55 LPI antagonism	NOD1 NF-kB reporter	KOR beta-arrestin-1	GPR55 beta-arrestin	KOR beta-arrestin-2	West Nile virus CPE	others
COc1cccc(-c2nc(CS(=O)(=O)CC(=O)NCCN3CCOCC3)c(C)o2)c1	-2%	6%	-1.4%	-2%	24%	21%	-0.1%	-8.0%	1.4%
COc1ccc(C(=O)NCc2cn3cccc(C)c3n2)cc1OC	-7%	30%	4.0%	-4%	-7%	-22%	0.3%	1.0%	-0.3%

The results go on:
SMILES	NS5 inhibitors	GPR35 arrestin U2OS	HIV fusion peptide	GPR55 LPI antagonism	NOD1 NF-kB reporter	KOR beta-arrestin-1	GPR55 beta-arrestin	KOR beta-arrestin-2	West Nile virus CPE	others
C#Cc1ccc([C@@H]2C=C(C(=O)NC3CC3)O[C@H](OCC)[C@H]2CCCO)cc1	-4%	4%	-0.3%	-2%	-4%	-1%	-0.1%	/	-0.5%
CCOc1ccc(/C=N/NC(=O)C2CC2)c(OCC)c1	-4%	5%	-0.3%	2%	-12%	-6%	0.3%	0.8%	-0.5%
O=C(Cn1c(=S)[nH]c2ncccc2c1=O)NCCc1ccccc1	/	4%	-1.2%	6%	3%	26%	-0.3%	-2.8%	0.7%
O=C(Cc1sc(-c2ccccc2Cl)nc1-c1ccccc1)Nc1ccc(F)cc1	6%	-3%	-1.1%	-4%	-22%	-33%	0.0%	5.7%	0.6%
CCCCNS(=O)(=O)c1ccc(NC(=O)c2c(-c3ccccc3Cl)noc2C)cc1	-5%	8%	-0.7%	6%	-31%	13%	-0.1%	2.6%	0.3%
COCCNC(=O)c1cn(Cc2c(F)cccc2Cl)nn1	-5%	-4%	-2.3%	-15%	11%	5%	-0.1%	2.2%	/
CC1CCc2c(C(=O)NCc3ccccn3)csc2C1 (stereo unspecified)	2%	-4%	-1.0%	-12%	-18%	-4%	-0.3%	4.3%	0.1%
Cc1ccc(-n2c(Cc3cccn3C)nnc2SCC(=O)N2CCN(c3ccccc3)CC2)cc1	-22%	0%	-1.9%	25%	-31%	-19%	-0.1%	1.8%	0.5%
Cc1nc(C(C)NC(=O)c2cc(COc3ccc(F)c(F)c3)on2)cs1 (stereo unspecified)	-3%	-16%	0.9%	18%	-34%	13%	0.3%	-0.9%	-0.1%
Cc1ccc(C(=O)NCc2cccnc2)o1	-5%	8%	-0.6%	7%	-12%	-4%	-0.1%	-0.3%	0.2%
Cc1oc(-c2ccc(Cl)cc2)nc1CS(=O)CC(=O)NC1CCCC1 (stereo unspecified)	-4%	9%	1.6%	1%	7%	-25%	-0.2%	3.5%	0.3%
C/C=C/COC(=O)c1[nH]c2c(c1C)C(=O)CC(c1ccco1)C2 (stereo unspecified)	-4%	-14%	14%	-11%	-17%	-74%	-0.1%	2.5%	2.6%
O=C(O)c1ccccc1OC(=O)C12CC3CC(CC(C3)C1)C2	3%	10%	1.2%	4%	-28%	-34%[20 µM]	0.0%	-4.7%	-0.2%
Cc1cc(Oc2ccc(-c3ccccc3)cc2)n2ncnc2n1	-12%	2%	9.0%	2%	20%	-23%	-0.3%	-0.6%	-0.2%
O=C(CC1C(=O)NCCN1C/C=C/c1ccccc1)NCCc1ccncc1 (stereo unspecified)	-11%	-16%	0.4%	11%	-31%	-1%	-0.2%	0.8%	0.0%
Cc1ccc(NC(=O)c2cc(N3C(=O)CCC3=O)ccc2N2CCOCC2)cc1	-4%	9%	-0.8%	9%	-26%	-2%[20 µM]	-0.1%	/	0.0%
O=C(CCNS(=O)(=O)c1ccc(Br)s1)NCc1ccccc1	/	-19%	-0.3%	1%	5%	13%	-0.4%	-5.8%	0.2%
CC(C)(C)C(=O)COC(=O)c1ccc(O)cc1	3%	-8%	-0.2%	-2%	-30%	26%	0.3%	-3.3%	1.4%
CC(C)OC(=O)CSc1nnc(-c2ccccn2)n1C	3%	8%	2.3%	10%	-16%	-10%	-0.2%	0.0%	-0.1%	NS5 inhibitors pilot replicate=2.4
Cc1cc(C)cc(NS(=O)(=O)c2ccc3[nH]cc(C(=O)NCc4ccco4)c(=O)c3c2)c1	-6%	-8%	22%	1%	63%	1%	0.3%	0.9%	1.1%
Cc1cc(=O)oc2c3c(cc(OCC(=O)NCc4ccncc4)c12)OC(C)(C)CC3	0%	-4%	1.0%	-4%	-32%	-27%[20 µM]	-0.1%	-8.0%	-0.9%
COC(=O)N/N=C/c1cn(Cc2ccccc2Cl)c2ccccc12	1%	-8%	-3.4%	4%	46%	-12%	0.2%	-5.8%	-1.5%
O=C(NCc1cccnc1)C(=O)N/N=C/c1ccc([N+](=O)[O-])cc1	-12%	-8%	-1.1%	4%	-22%	-24%	1.5%	1.1%	0.2%
O=C1CCC(C(=O)N2CCN(c3cnccn3)CC2)CN1CCc1ccc(Cl)cc1 (stereo unspecified)	-1%	-3%	-0.7%	10%	-29%	7%	0.0%	3.0%	-0.8%
Cc1onc(-c2c(F)cccc2Cl)c1C(=O)NC1CC1	-1%	-15%	1.2%	-3%	-28%	7%	0.7%	-0.4%	-1.2%
Cn1c(=O)n(CC(N)=O)c(=O)c2c1nc(Br)n2Cc1ccccc1	-4%	0%	1.0%	-10%	-14%	-23%[20 µM]	-0.3%	6.8%	-0.4%	NS5 inhibitors pilot replicate=-5.4
COc1ccccc1N1N=C(c2cccs2)CC1c1ccccc1 (stereo unspecified)	-2%	6%	-0.4%	25%	-31%	-17%	-0.2%	10%	-1.4%
CCCS(=O)(=O)Nc1ccc2cn[nH]c2c1	-2%	5%	1.1%	7%	-28%	13%	-0.4%	-4.4%	-0.1%
CCOC(=O)c1ccc(NC(=O)N2CCCCC2)cc1	-10%	10%	-2.1%	-5%	-66%	6%	-0.1%	-3.3%	-0.1%
COc1ccc(NC(=O)CCNC(=O)c2ccccc2)cc1S(N)(=O)=O	4%	16%	-0.7%	4%	3%	-9%	-0.2%	-0.7%	0.4%
O=C(NCc1ccc(Cl)cc1)C1CCC(CNc2c(N3CCCCC3)c(=O)c2=O)CC1 (stereo unspecified)	-1%	0%	-0.2%	5%	-13%	0%	0.2%	0.3%	1.4%
O=c1[nH]c(CN2CCCC2)nc2sc3c(c12)CCC3	-6%	0%	2.8%	5%	-18%	-25%	0.1%	-1.3%	0.5%
CC(C)c1ccc(NC(=S)N2CCN(S(=O)(=O)c3ccccc3)CC2)cc1	-3%	4%	-0.6%	-1%	17%	17%	-0.1%	-4.9%	0.0%
COc1ccc(C(=O)Nc2nnc(C(F)(F)F)s2)cc1	1%	-13%	-2.8%	-15%	-20%	16%	-0.1%	1.6%	-0.8%
Cc1nn(C)c(C(=O)Nc2cccc(CN3CCOCC3)c2)c1Br	-5%	-22%	0.7%	-7%	-26%	-39%	-0.2%	1.2%	-1.2%
Cc1cc2ncc(-c3cccs3)nc2cc1C	-3%	6%	1.0%	5%	6%	-3%	0.9%	-1.3%	-0.4%
O=C(N/N=C/c1ccc(OCC(=O)N2CCOCC2)cc1)c1ccccc1Cl	-6%	0%	0.4%	-7%	-16%	-58%[20 µM]	0.4%	7.8%	0.4%
Cc1nc2scc(C)n2c(=O)c1S(=O)(=O)NCc1ccccc1Cl	4%	13%	-0.7%	-28%	16%	-40%	-0.2%	3.8%	-0.1%
O=C(CCN1C(=O)C2C3C=CC(C3)C2C1=O)Nc1ccccc1F (stereo unspecified)	-1%	-12%	0.9%	15%	-9%	19%	0.8%	-4.1%	0.1%
COc1cccc(CNc2nccs2)c1O	-5%	1%	-1.7%	-6%	-5%	-14%[20 µM]	0.2%	3.4%	-0.2%
COc1ccc(OC)c(N(CC(=O)Nc2cccc(C(F)(F)F)c2)S(C)(=O)=O)c1	-4%	2%	-1.5%	-16%	-37%	-30%[20 µM]	-0.1%	-2.2%	-1.5%
Cc1cccc(/C=C2\CS/C(=C\c3cccc(C)c3)C2=O)c1	6%	-9%	12%	9%	-12%	-24%	-0.1%	-3.5%	-0.4%
O=C(OCc1cccc([N+](=O)[O-])c1)c1ccc2ccccc2n1	-5%	12%	0.3%	8%	-21%	25%	-1.1%	-2.7%	-0.5%
CCn1c(SCC(=O)Nc2ccc(-c3nc4ccc(C)cc4s3)cc2)nnc1-c1ccccc1	/	0%	1.5%	-3%	-56%	4%	1.5%	32%	-0.3%
Cc1cc(C(c2ccc(C)o2)c2ccc(C)o2)c(O)c([N+](=O)[O-])c1	10%	-7%	0.7%	3%	2%	-23%	-0.1%	-5.2%	-0.5%
CCOC(=O)C1CCCN(C(=O)CCCn2nnnc2CN2CCC(C)CC2)C1 (stereo unspecified)	3%	-3%	-1.8%	-7%	-7%	-10%	-0.3%	-2.3%	-0.4%
